Screening data (PubChem)
TRHR PAM: allosterically enhances the human TRH receptor. enhancement, % at 2 µM. P34981. hit rate 0.66% among 360,000. TRHR cells, fluo-8 calcium fluorescence, EC20 TRH enhancement; in the data active = enhancement above about 30%; also: 0% is about no effect
Target sequence (P34981 whole entry, looked up): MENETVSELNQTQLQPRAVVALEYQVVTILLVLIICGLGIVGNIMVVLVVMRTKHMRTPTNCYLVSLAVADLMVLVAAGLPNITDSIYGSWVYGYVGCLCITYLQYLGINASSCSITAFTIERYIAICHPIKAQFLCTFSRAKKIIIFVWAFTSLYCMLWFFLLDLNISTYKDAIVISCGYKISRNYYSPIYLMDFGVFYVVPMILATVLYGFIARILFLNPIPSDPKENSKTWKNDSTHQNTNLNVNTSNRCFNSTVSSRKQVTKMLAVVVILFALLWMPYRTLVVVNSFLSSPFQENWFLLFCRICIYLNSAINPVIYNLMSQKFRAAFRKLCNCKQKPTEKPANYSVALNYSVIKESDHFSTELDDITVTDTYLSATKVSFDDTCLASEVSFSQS
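Enhancer read-out: after compound pinning and an initial kinetic agonist-mode read, an EC20 of TRH (10 nM final) was injected and fluo-8 calcium signal (Ex 480/Em 530) followed at 1 s/cycle for 100 cycles in TRHR-expressing cells.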
Apoferritin bind: binds horse apoferritin like a general anesthetic; P02791; apoferritin/1-aminoanthracene competitive binding, fluorescence; Potency, µM (top dose mostly 77.5 µM), for the others: top-dose activity change, negative = displacement, hits mostly inhibitors; hit rate 0.074% among 350,000; also: potency is read from the fitted curve at half-maximal effect; % is scaled to controls: 0 for no effect and ±100 for the full control effect; nearly all actives have a fitted effect of over 20% in size
Target sequence (P02791 2-175 limits assumed): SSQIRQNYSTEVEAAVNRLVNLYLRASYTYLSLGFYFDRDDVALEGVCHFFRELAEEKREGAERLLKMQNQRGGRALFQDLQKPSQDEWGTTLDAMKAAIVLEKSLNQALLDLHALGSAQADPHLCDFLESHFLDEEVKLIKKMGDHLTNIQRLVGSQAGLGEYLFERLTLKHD
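In PBS, apoferritin at 10 uM is loaded with 1-AMA from a 50% saturated solution. After 10 min of compound exposure at ambient temperature, reduced 535 nm fluorescence indicates probe displacement.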
TRHR ag: activates the human TRH receptor; hit rate 0.18% among 360,000; TRHR cells, calcium flux fluo-8, FDSS agonist mode; activation, % at 2 µM; P34981; AID 493084; in the data active = activation above about 30%; also: 0% is about no effect
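In this calcium-flux screen, cells bearing human TRHR are dye-loaded with fluo-8, baselined for 10 cycles, then exposed to library compounds; positive kinetic calcium responses during the agonist phase mark hits, with TRH as control.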
RXFP1 antagonist: antagonists of human relaxin receptor RXFP1; HEK293-RXFP1, relaxin-stimulated cAMP HTRF, 30 min; stronger effect = lower value; AID 1259400; hit rate 0.59% among 350,000; activity change, negative = inhibition, % at 57.5 µM; Q9HBX9;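 active = activity change of -60% or lower, but not beyond a set lower limit; inconclusive = change between -60% and -40%, or beyond the set limit; inactive = change above -40%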; also: % is scaled to controls: 0 for no effect and ±100 for the full control effect
D1 ag: agonists of human D1 dopamine receptor. P21728. HEK293 T-REx D1 cells, calcium flux, agonist mode. activation, % at 2 µM. hit rate 1% among 360,000. AID 504660; in the data active = activation above about 30%; also: 0% is about no effect
Target sequence (P21728 whole entry, looked up): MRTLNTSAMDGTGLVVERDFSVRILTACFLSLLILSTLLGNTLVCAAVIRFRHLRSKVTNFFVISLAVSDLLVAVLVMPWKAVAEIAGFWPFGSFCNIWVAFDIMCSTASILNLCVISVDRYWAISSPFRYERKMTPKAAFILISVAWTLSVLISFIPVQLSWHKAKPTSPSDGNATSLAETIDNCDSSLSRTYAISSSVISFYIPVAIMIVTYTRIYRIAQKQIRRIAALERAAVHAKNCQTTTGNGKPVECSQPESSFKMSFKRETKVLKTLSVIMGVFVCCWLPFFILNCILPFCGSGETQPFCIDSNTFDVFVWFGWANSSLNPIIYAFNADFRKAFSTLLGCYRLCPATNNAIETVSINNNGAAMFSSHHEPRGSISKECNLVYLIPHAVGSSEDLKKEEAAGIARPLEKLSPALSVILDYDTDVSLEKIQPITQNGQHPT
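Agonism was scored from calcium flux recorded over 180 s (1 read/s) after pintool compound addition, following a 10-cycle baseline. Cells were inducible force-coupled HEK293 TREx D1, plated overnight at 30 C and loaded with no-wash calcium dye.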
D2 PAM: positive allosteric modulators of human D2 dopamine receptor. P14416. HEK293 T-REx D2, calcium flux, EC20 dopamine potentiation. potentiation, % at 10 µM. hit rate 0.34% among 340,000. AID 485347;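 active = potentiation over 3 SD above the plate norm, cut at about 30% in these data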; also: 0% is about no effect
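Tetracycline-induced Hek293 Trex D2 cells, force-coupled to calcium, loaded with no-wash calcium dye. Compound added with 180 s kinetic read for agonism, then EC20 dopamine and a further 180 s read for potentiation.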
RXFP1 ag: activates the human relaxin receptor RXFP1. Potency, µM (titrated, usually from 57.5 µM), inactives show at the highest dose activation, actives largely listed as activators. Q9HBX9. hit rate 0.3% among 370,000. HEK293T-RXFP1 cAMP TR-FRET, 30 min; response scale: percent of porcine relaxin response, buffer zero; also: potency is read from the fitted curve at half-maximal effect; % is scaled to controls: 0 for no effect and ±100 for the full control effect; nearly all actives have a fitted effect of over 60% in size; many of its hits are not listed in these tables
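HEK293 cells stably expressing RXFP1, treated 30 min at 37C with compounds plus PDE4 inhibitor Ro 20174; cAMP measured by HTRF TR-FRET. Normalized to buffer and 29 nM porcine relaxin; EC50 by Hill fit.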
D1 antag: blocks dopamine activation of the human D1 receptor. HEK293 TREx D1 cells, calcium flux, dopamine EC80; stronger effect = lower value. P21728. AID 504652. activity change, negative = inhibition, % at 10 µM. hit rate 3.2% among 360,000; in the data active = activity change below about -30%; also: % is scaled to controls: 0 for no effect and ±100 for the full control effect
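Inducible Hek293 Trex D1 cells (tetracycline, overnight, 30 C). Calcium dye 30–90 min RT. Antagonist mode: EC80 dopamine added after 180 s compound read.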
D1 PAM: human D1 dopamine receptor positive modulation; potentiation, % at 10 µM; HEK293 TREx D1 cells, calcium flux, dopamine EC20 potentiation; hit rate 0.036% among 360,000; P21728; in the data active = potentiation above about 30%; also: 0% is about no effect
An asterisk follows results filed as active; u = inconclusive; x = no result given; [ ] = remark or other dose. Unless noted, calls follow the shape of the dose curve; as a rule, active = well fitted curve in the direction sought with a large enough effect; inconclusive = small, poorly fitted or top-dose-only effect, or another doubt; inactive = no such curve, though single readings can be large; an effect the other way counts as inactive or inconclusive.

nr	smiles	TRHR PAM	Apoferritin bind	TRHR ag	RXFP1 antagonist	D1 ag
1	O=C1C=C(c2cccc(CO)c2)C[C@@H](c2ccc3c(c2)OCO3)C1	-1	x	0.1	x	0
2	COCCCNC(=O)CN1C(=O)c2c(c3ccccc3n2C)C1c1ccc(OC)cc1 (stereo not drawn)	-5	-8%	-0.4	-7	0
3	COc1ccc(Nc2nc(C)nc3c2oc2ccccc23)c(OC)c1	-10	508%[activator]	0.5	29	3
4	COc1ccc2cc(C#N)c(Nc3cccc(F)c3)nc2c1	-5	-3%	-0.6	-5	-5
5	CC(=O)Nc1ccc(C2(c3ccc(NC(C)=O)cc3)NC(=O)c3ccccc32)cc1	1	-8%	0.6	9	7
6	COc1cc(NC2c3ncccc3C(=O)N2Cc2ccco2)cc(OC)c1OC (stereo not drawn)	-2	-3%	-0.1	7	-2
7	COc1ccc(/C=C2/NC(=O)CNC2=O)cc1	-11	-14%	0.6	13	0
8	O=C(CN1CCN(c2ccccn2)CC1)Nc1ccc(OCc2ccccc2)cc1	-4	u	0.4	-4	13

nr	D2 PAM	RXFP1 ag	D1 antag	D1 PAM
1	10	-0.1%	x	0
2	-12	0.6%	6	-2
3	-3	15%	-6	8
4	-3	u	-4	-1
5	-7	0.7%	21	-5
6	-2	-0.9%	23	-2
7	7	3.8%	4	2
8	9	-5.4%	-24	-8

2 records drawn at random from those above, as already listed:
nr	smiles	TRHR PAM	Apoferritin bind	TRHR ag	RXFP1 antagonist	D1 ag
6	COc1cc(NC2c3ncccc3C(=O)N2Cc2ccco2)cc(OC)c1OC (stereo not drawn)	-2	-3%	-0.1	7	-2
1	O=C1C=C(c2cccc(CO)c2)C[C@@H](c2ccc3c(c2)OCO3)C1	-1	x	0.1	x	0

nr	D2 PAM	RXFP1 ag	D1 antag	D1 PAM
6	-2	-0.9%	23	-2
1	10	-0.1%	x	0

The list goes on.
nr	smiles	TRHR PAM	Apoferritin bind	TRHR ag	RXFP1 antagonist	D1 ag
9	O=C(CCCc1nc2ccccc2s1)Nc1ccc(N2CCOCC2)cc1	11	-5%	-0.5	-8	0
10	CCOC(=O)Nc1ccc2c(COC(=O)c3ccccc3O)cc(=O)oc2c1	18	-11%	0.9	-1	7
11	Cc1cccc(N=C2NC(=O)/C(=C/C=C/c3ccco3)S2)c1C	-10	-23%	0.9	-77*	4
12	Cc1nn(C)c(Cl)c1CN1CCC(CO)(CC2CCCCO2)CC1 (stereo not drawn)	3	-6%	0.4	-4	2
13	O=c1c2ccccc2nc2n1CCO2	-7	4%	0.4	-4	1
14	Cc1ccccc1NC(=O)CSc1nc2ccc(Nc3nc(N4CCOCC4)nc(N4CCOCC4)n3)cc2s1	3	-9%	-0.2	0	2
15	COc1ccc(S(=O)(=O)CCc2nnc(NC(=O)c3ccc(F)cc3)s2)cc1	2	6%	0.4	2	1
16	COc1ccc(NC(=O)Nc2cccc([N+](=O)[O-])c2)cc1Cl	-1	-14%	2.7	-18	20

nr	D2 PAM	RXFP1 ag	D1 antag	D1 PAM
9	-6	1.2%	0	-10
10	x	4.2%	-14	-4
11	-10	0.9%	-6	-12
12	-2	2.0%	7	9
13	-10	-0.5%	-1	1
14	3	2.6%	-1	4
15	2	29%	-7	-5
16	1	1.5%	-57*	-20

Additional structures follow.
nr	smiles	TRHR PAM	Apoferritin bind	TRHR ag	RXFP1 antagonist	D1 ag
17	CNC(=O)CN(Cc1ccccc1)S(=O)(=O)c1ccccc1	7	-4%	-2.4	-3	7
18	O=C(CCn1cccn1)Nc1ccc2c(c1)OCCO2	-12	-8%	0.8	1	3
19	O=C(O)c1ccccc1C(=O)Nc1cc(-c2ccccc2)[nH]n1	-1	-6%	1.4	-7	4
20	CN(C)c1cccc2c(S(=O)(=O)Nc3ccccn3)cccc12	6	11%	1.8	-2	12
21	CC(/C=N/NC(=O)Cn1cnc2c1c(=O)n(C)c(=O)n2C)=C\c1ccco1	5	-7%	0.9	6	1
22	CCN(Cc1ccc(NC(C)=O)cc1)CC1CCCN(CCc2cccc(F)c2)C1 (stereo not drawn)	-1	6%	0.0	4	3
23	CCOC(=O)c1c(NC(=O)c2ccc(S(=O)(=O)N3CCOCC3)cc2)sc2c1CCN(C(C)C)C2	1	-18%	2.2	-17	0
24	COc1cccc(C(C[N+](=O)[O-])c2c(C)[nH]n(-c3ccccc3)c2=O)c1 (stereo not drawn)	-6	-12%	4.5	-5	2

nr	D2 PAM	RXFP1 ag	D1 antag	D1 PAM
17	8	-0.2%	1	3
18	-9	7.8%	-3	1
19	17	1.3%	-12	-3
20	x	4.2%	-2	-4
21	-5	18%	-11	-2
22	1	-0.3%	22	-4
23	4	2.4%	-4	-1
24	15	0.0%	5	2

Other entries
nr	smiles	TRHR PAM	Apoferritin bind	TRHR ag	RXFP1 antagonist	D1 ag
25	COC(=O)CCCCCCCC(=O)Nc1nnc(C(F)(F)F)s1	-1	-4%	0.8	4	6
26	CC1CN(C(=O)COC(=O)c2cc(=O)c3ccccc3o2)CC(C)O1 (stereo not drawn)	9	2%	1.6	-10	7
27	C=CCN(C(=O)CNC(=O)c1cccs1)C(C(=O)NC(C)(C)C)c1ccccc1 (stereo not drawn)	-3	-12%	0.2	-6	1
28	COc1ccc(CCNC(=O)C(=O)NCC(c2ccc3c(c2)OCO3)N2CCOCC2)cc1OC (stereo not drawn)	-6	-2%	-0.1	12	0
29	O=C(c1ccccc1CCc1ccccc1)N1CCOCC1	1	-2%	0.9	1	0
30	O=C(CSc1nccn1-c1ccc(Cl)cc1)Nc1ccc(Cl)c(Cl)c1	-2	-8%	0.3	-31	15
31	Cc1cc(C(=O)CN2C(=O)NC3(CCCc4sccc43)C2=O)c(C)n1-c1ccccc1 (stereo not drawn)	26	-6%	1.0	x	10
32	CCCc1cc(=O)[nH]c(SCc2nc(-c3ccccc3F)no2)n1	15	32%[activator]	-0.4	-17	2

nr	D2 PAM	RXFP1 ag	D1 antag	D1 PAM
25	5	2.0%	-10	-3
26	5	-0.1%	-12	x
27	-2	0.2%	-3	-3
28	9	-0.4%	2	-4
29	3	-0.1%	-7	-1
30	-9	0.6%	32	-3
31	12	0.0%	3	-5
32	-9	7.6%	-2	2

Full records from above. Order of values: TRHR PAM	Apoferritin bind	TRHR ag	RXFP1 antagonist	D1 ag	D2 PAM	RXFP1 ag	D1 antag	D1 PAM
COC(=O)CCCCCCCC(=O)Nc1nnc(C(F)(F)F)s1 is listed as -1	-4%	0.8	4	6	5	2.0%	-10	-3
Cc1cc(C(=O)CN2C(=O)NC3(CCCc4sccc43)C2=O)c(C)n1-c1ccccc1 (stereo not drawn) is listed as 26	-6%	1.0	x	10	12	0.0%	3	-5

Next section.
nr	smiles	TRHR PAM	Apoferritin bind	TRHR ag	RXFP1 antagonist	D1 ag
33	COc1ccccc1CN1CCC(n2nccc2NC(=O)CCOc2ccccc2)CC1	-7	-9%	0.1	-1	4
34	COc1ccc(NC(=O)C/C(C)=N/NC(=O)c2ccco2)c([N+](=O)[O-])c1	23	1%	-0.5	-66*	2
35	NS(=O)(=O)c1ccc(CCNC(=O)COC(=O)Cc2ccc([N+](=O)[O-])cc2)cc1	3	x	0.8	3	4
36	Cn1c(=O)c([N+](=O)[O-])c(N2CCN(Cc3ccc4c(c3)OCO4)CC2)c2ccccc21	5	-2%	-1.5	-11	3
37	CCCOc1ccc(-c2c(C(=O)N/N=C/C3CC=CCC3)nnn2-c2nonc2N)cc1 (stereo not drawn)	-4	-19%	4.2	-13	5
38	Clc1ccccc1Nc1nc(-c2ccncc2)nc2ccccc12	-10	9%	1.5	1	1
39	Cc1ccc2c(C)nc(NC3=NCN(Cc4ccccc4)CN3)nc2c1	0	-6%	0.0	x	1
40	O=C(Nc1cc(Br)ccc1O)c1cc(-c2ccccc2)on1	2	-5%	1.1	-3	4

nr	D2 PAM	RXFP1 ag	D1 antag	D1 PAM
33	-12	2.3%	-16	-5
34	15	3.0%	3	-2
35	1	-0.5%	6	-2
36	4	2.5%	-10	-2
37	4	3.7%	-16	-3
38	5	-0.9%	-3	2
39	-15	2.3%	1	0
40	8	-1.1%	-3	-3

Along the list, quoted from above:
TRHR ag, entries 13 to 19 → 0.4, -0.2, 0.4, 2.7, -2.4, 0.8, 1.4
D1 antag, entries 13 to 19 → -1, -1, -7, -57*, 1, -3, -12
D1 PAM, entries 13 to 19 → 1, 4, -5, -20, 3, 1, -3

Additional records
nr	smiles	TRHR PAM	Apoferritin bind	TRHR ag	RXFP1 antagonist	D1 ag
41	CCN1C(=O)NC2=C(C(=O)c3ccccc32)C1c1ccccc1F (stereo not drawn)	2	u	-0.1	8	-3
42	Cc1cccc(NC(=O)C2CCN(C(=O)N3CCOc4ccccc43)CC2)c1C	-9	-9%	0.1	13	2
43	Cc1ccc(C(=O)OCC(=O)NNC(=O)c2ccccc2)c(O)c1	9	-13%	-0.2	1	8
44	NNC(=O)CSc1c(-c2cccs2)[nH]c2ccccc12	-6	2%	-0.3	x	2
45	O=C(NC(=S)Nc1ccc2nc[nH]c2c1)c1ccccc1	4	-6%	0.5	0	3
46	O=C(Nc1ccccc1[N+](=O)[O-])c1cccnc1Cl	-9	-3%	0.6	x	1
47	COc1ccc(C(c2c(O)ccc3ccccc23)N2CCOCC2)c(OC)c1 (stereo not drawn)	6	-14%	0.2	-19	4
48	CC(C)c1c(C(=O)N/N=C/c2ccc3c(c2)OCO3)nnn1-c1nonc1N	1	-7%	0.7	0	2
49	CCOc1ccc(-c2cn3ccccc3n2)cc1	14	-6%	-0.9	-21	1

nr	D2 PAM	RXFP1 ag	D1 antag	D1 PAM
41	2	-0.5%	-10	0
42	1	0.3%	4	1
43	-7	0.6%	-9	-5
44	-1	-1.1%	7	4
45	1	1.8%	-15	-2
46	-2	3.9%	-10	-7
47	10	3.4%	3	5
48	10	-1.0%	3	-9
49	-2	2.7%	8	10

Only part of the results is shown; count on the stated rates, not on these rows.
